Lipid droplet: modulators of hepatic lipid droplet formation. AML12 mouse hepatocytes, oleate lipid droplets, BODIPY imaging. inhibition, % at 6.5 µM. 240,000 compounds, 0.4% hits. AID 1656;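 active = lipid droplet intensity inhibited by at least 50%, with more than 500 cells counted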
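Material – AML12 mouse liver cells · Also added – oleate loading, 100 µM · Compound dosing – 6.5 µM single-point dosing · Times – overnight treatment with compound plus oleate · Measured by – fluorescence imaging, 20x objective, two fields per well · Read-out – percent inhibition of filter-corrected integrated lipid droplet intensity per well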
PMI inhibition: human PMI inhibitors, high substrate, primary screen, biochemical, fluorescence intensity, high mannose 6-phosphate (AID 1220); inhibition, % at 20 µM; hits with a dose series show IC50 in µM; 190,000 compounds, 0.66% hits; recombinant PMI enzyme, coupled fluorescence intensity; higher % means a stronger effect
ER stress rescue: rescue of cells from ER stress-induced death, primary screen, 384-well, CSM14.1, thapsigargin, ATP luminescence (AID 1222). 190,000 tested, under 10 active. CSM14.1 thapsigargin-induced death rescue, ATP luminescence; higher % means a stronger effect. cellular ATP content (survival), % at 20 µM; hits with a dose series show EC50 in µM;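 active = EC50 below 50 µM in the dose-response confirmation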;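 also: death triggered by thapsigargin at about 15 µM added after 2 h compound pretreatment; cell ATP read after overnight thapsigargin exposure of roughly 18 to 22 hours; normalized against plate controls of thapsigargin alone and 5% DMSO vehicle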
P. falciparum M1AAP: P. falciparum M1AAP inhibitors, biochemical, fluorogenic H-Leu-NHMec substrate, 1536-well (AID 1445) | one-dose inhibition, % at 30 µM; IC50 in µM for titrated hits | 220,000 compounds, 0.42% hits | recombinant M1AAP, H-Leu-NHMec fluorogenic kinetic assay; higher % means a stronger effect;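 active = primary inhibition above the hit cutoff, then over 50% inhibition at one or more dose response concentrations, cut at about 23% in these data, passing the limit was not always enough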;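 also: plate controls were DMSO full reaction for no effect and no enzyme background for full effect; strong numbers were not always called active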
Myeloid diff MLP: promotes myeloid progenitor differentiation. AID 624256. 360,000 compounds, 1% hits. ER-HoxA9 myeloid progenitors, lysozyme-GFP differentiation, flow cytometry. calls only at 10 µM;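 active = normalized GFP-positive differentiation at or above the plate's own cutoff, the solvent-only control mean plus 3 SD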;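 also: cells exposed to compound for four days before flow analysis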
UTI89 phage lysis: protection from phage-mediated lysis, alamar blue read-out – E. coli UTI89, K1F phage, bacterial capsule biogenesis inhibitors (AID 488966); 340,000 compounds, 0.02% hits; one-dose inhibition, % at 100 µM; IC50 in µM for titrated hits; E. coli UTI89 K1F phage lysis, alamar blue, 2 h; higher % means a stronger effect;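 active = phage lysis inhibition, versus mean bacterial control, above a set limit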;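 also: capsule biogenesis inhibitors block K1F phage lysis so surviving cells raise fluorescence; higher fluorescence means more inhibition of phage lysis; actives were called in the ten point dose series up to 300 µM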
PMI inhibitors: MPI enzyme activity inhibition – biochemical, fluorescence intensity, coupled assay, primary screen (AID 1209); purified PMI enzyme, coupled fluorescence intensity; higher % means a stronger effect; inhibition, % at 20 µM; hits with a dose series show IC50 in µM; 190,000 compounds, 0.42% hits;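 also: plate controls were DMSO vehicle for no effect and wells lacking substrate for full effect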
TNAP activators: human TNAP enzyme activators, primary screen, biochemical, luminescent, no phosphate acceptor, uHTS (AID 1001). purified TNAP, luminescent activation assay, no phosphate acceptor; higher activation fold means a stronger effect. activation fold at 20 µM, or EC50 in µM where a hit was titrated. 200,000 compounds, 0.03% hits; in the data active = activation fold from about 3, or a potency from the dose series; inactive = the rest, 99 in 100 with activation fold below about 1.6; also: many of its hits are not listed in these tables
WT yeast gro inh: growth inhibition of WT yeast, mitochondrial fusion screen; mitochondrial fusion phenotypic screen, WT strain; inhibition, % at 10 µM; 190,000 compounds, 2.1% hits; AID 1362; in the data active = inhibition above about 58%; tested in S. cerevisiae
WT yeast gro inh mutant strain: second read-out of WT yeast gro inh, no call of its own (marks repeat the call); inhibition, %; mitochondrial fusion phenotypic screen, mutant strain inhibition
Lipid droplet cells 6.5 µM: second read-out of Lipid droplet, no call of its own (marks repeat the call); cell count; measured here: cell count, cytotoxicity flag;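 cells counted across two imaged fields per well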
Myeloid diff MLP GFP+ MAC1+ %: second read-out of Myeloid diff MLP, no call of its own (marks repeat the call); GFP+ MAC1+ double positive, %; measured here: differentiation confirmed by MAC1 staining
* = called active by the depositor; i = inactive; nt = no result given; + = active, no number; & = joins results of further samples; [ ] = dose if it differs, or a comment. Rule as the data show it, unless noted: active = inhibition above about 50%; inactive = the rest. Hits appear at their usual frequency; 4.6% or so of the library scored in one or more.

SMILES | Lipid droplet | Lipid droplet cells 6.5 µM | PMI inhibition | ER stress rescue | P. falciparum M1AAP | Myeloid diff MLP | Myeloid diff MLP GFP+ MAC1+ % | UTI89 phage lysis | PMI inhibitors | TNAP activators | WT yeast gro inh | WT yeast gro inh mutant strain
CC(=O)c1sc(Nc2cccc(C)c2)nc1C | -5.5 | 675 | 0.6% | -0.1% | 13.2% | i | 0.2 | 0.8% | 2.2% | 1 | 6.5 | 14.8
Cc1cc(S(=O)(=O)NCCCN2CCOCC2)ccc1F | nt | nt | -1.8% | -1.8% | 5.7% | i | 0.9 | 0.3% | 2.6% | 1.1 | 0.0 | -11.5
Cc1nc2ccccn2c1C(=O)NN | -3.8 | 625 | -4.1% | -2.2% | 6.6% | i | 1.0 | 1.8% | 10.7% | 1.1 | -16.1 | 0.0
O=C(CN1C(=O)c2ccccc2C1=O)N1CCN(C(=O)c2ccco2)CC1 | 13.9 | 791 | 1.2% | -0.9% | -3.1% | i | 2.8 | 1.3% | 0.9% | 1.1 | 6.9 | -7.2
O=C(C1CCN(S(=O)(=O)c2cccnc2)CC1)N1CCN(C2CCCC2)CC1 | nt | nt | 7.3% | -1.9% | -10.8% | i | 1.5 | -0.1%[50 µM] | 3.5% | 1.1 | 19.0 | -25.7
CC(Sc1nnc(Cc2cccs2)n1C1CCCCC1)C(N)=O (stereo unspecified) | nt | nt | 7.3% | 2.2% | 1.2% | i | 0.3 | 0.1% | 8.3% | 0.6 | -6.1 | 0.5
COc1ccc(-n2c(=S)[nH]c3cc(C(=O)Nc4ccccc4OC)ccc3c2=O)cc1 | 8.8 | 637 | -13.3% | -1.6% | 2.9% | nt | nt | nt | 0.5% | 0.9 | -4.9 | 12.2
COc1ccc(C2OC(=O)C(C)(C)C(=O)C2(C)C)cc1OC (stereo unspecified) | 1.0 | 746 | nt | nt | -0.4% | i | 0.7 | -1.7% | nt | nt | nt | nt
CC1(C)CC(=O)N(c2ccccc2)C1(C)O (stereo unspecified) | nt | nt | 4.4% | -1.5% | -0.9% | i | 1.4 | 0.6% | 4.6% | 1.2 | 10.0 | -0.7
C=CCn1c(SCC(=O)C(C)(C)C)nnc1-c1cccs1 | nt | nt | 4.0% | -1.9% | -6.1% | i | 0.5 | 0.6% | 5.3% | 1.1 | 1.2 | -0.1
CCCc1ccc(OCC(O)CN2CCN(c3ccccc3)CC2)cc1 (stereo unspecified) | nt | nt | 5.2% | -3.9% | -1.2% | i | 1.8&0.8 | -0.9%&4.8% | 10.9% | 1 | 10.2 | 38.8
CCCc1nnc(N2C(=O)c3cccc4cccc(c34)C2=O)s1 | 3.6 | 833 | 2.9% | 3.1% | 2.1% | i | 0.7 | 0.5% | 8.4% | 1.1 | 23.5 | 25.4
Cc1csc(SCC(=O)Nc2sc3c(c2C#N)CCC3)n1 | nt | nt | 1.3% | -0.7% | 14.0% | i | 2.8 | -0.3% | 2.0% | 1.1 | 17.2 | -2.0
COc1cc(NC(=O)C2CCC(CNc3c(N4CCCCC4)c(=O)c3=O)CC2)cc(OC)c1 (stereo unspecified) | -8.2 | 627 | 12.9% | nt | 7.9% | i | 1.9 | -0.7% | 15.1% | 1.2 | 6.2 | 5.7
O=C(COC(=O)Cc1ccc(F)cc1)NCc1ccco1 | 15.2 | 719 | 1.2% | 1.6% | 4.0% | i | 0.5 | -0.1% | -3.4% | 1.1 | -11.5 | 1.0
CCCCn1c(SCC(=O)Nc2ccc3c(c2)CCC3)nc2ccccc2c1=O | -0.9 | 628 | 1.6% | 3.6% | 6.1% | i | 0.2 | 0.4% | -3.1% | 1.1 | -20.4 | 12.2
COc1cc(S(=O)(=O)n2ccc(C)n2)c(OC)cc1Cl | -13.8 | 785 | 0.5% | -3.5% | 8.4% | + | 7.6* | -1.0% | -2.3% | 1.1 | 8.7 | 10.1
O=C(NCc1ccccc1Cl)c1ccc(CSc2nc3ccncc3[nH]2)cc1 | 1.1 | 755 | nt | nt | 1.6% | i | 0.4 | 0.4%[50 µM] | nt | nt | nt | nt
Cc1c(-c2ccccc2)n[nH]c1C(=O)NN | -3.8 | 613 | -8.0% | -1.5% | 10.7% | i | 0.1 | 0.3% | -4.5% | 0.2 | -14.8 | -6.7
Cc1cccn2cc(CCNS(=O)(=O)c3cccs3)nc12 | -0.6 | 704 | nt | nt | -2.5% | i | 1.0 | -0.1% | nt | nt | nt | nt
COc1ccc2[nH]c(=O)c(CN(CCCN(C)C)C(=O)Nc3ccccc3)cc2c1 | nt | nt | 10.9% | -1.4% | -0.2% | i | 0.5 | 0.9% | 4.8% | 1.1 | 3.1 | 5.4
Nc1cc(=O)[nH]c(SCC(=O)Nc2ccccc2Sc2ccc(Cl)cc2)n1 | 3.5 | 675 | 7.4% | 0.8% | 9.6% | i | 0.7 | -0.5% | 2.5% | 1.2 | 1.8 | -4.2
COc1cccc(C(=O)Nc2cccc(-c3nnc(-c4ccco4)o3)c2)c1 | nt | nt | 14.5% | 3.4% | 1.5% | i | 0.3 | 0.1% | 8.2% | 1 | -5.4 | -10.8
Cc1cc2c(c(=O)n1Cc1ccccn1)C(c1ccc3c(c1)OCO3)C(C#N)=C(N)O2 (stereo unspecified) | -4.0 | 769 | 1.3% | -1.0% | -3.2% | i | 0.8 | -0.6% | 6.9% | 1.1 | -9.3 | 6.6
CCCCCn1cnc2sc(-c3ccccc3)cc2c1=O | nt | nt | -0.4% | -4.0% | -6.1% | i | 2.4 | 0.6% | -3.8% | 0.9 | 7.1 | -3.2
COc1cccc(-c2nnc(SCc3cccnc3)o2)c1 | nt | nt | 2.9% | -2.6% | 1.1% | i | 1.6 | 0.6% | 8.5% | 1.1 | -8.9 | 5.6
CN(c1ccc(C(=O)NCc2ccco2)cc1)S(C)(=O)=O | -9.2 | 667 | -6.1% | nt | 0.0% | i | 0.8 | 4.0% | -6.8% | 1.1 | 10.6 | 5.2
CC(C)N(CC#CCC(O)(c1ccccc1)c1ccccc1)CCO | -4.3 | 696 | -0.7% | -1.1% | nt | i | 0.3 | nt | 15.0% | 1 | -5.1 | -14.2
CCC(C)NC(=O)Nc1ccccc1F (stereo unspecified) | -12.3 | 726 | 2.5% | -0.7% | 1.3% | i | 0.3 | -4.0% | 3.4% | 1 | 0.4 | 11.4
COC(=O)C1C(O)CCC2CN3CCc4c([nH]c5ccccc45)C3CC21 (stereo unspecified) | 13.0 | 717 | nt | nt | 2.8% | i | 3.3 | 0.8% | nt | nt | nt | nt
COc1cccc(-c2csc(N3CCN(C(=O)Nc4ccc(F)cc4)CC3)n2)c1 | -15.2 | 681 | 11.5% | 0.0% | 0.9% | i | 0.5 | -0.2% | 13.8% | 1.2 | 23.6 | 1.5
CC(=O)NC(=S)Nc1ccc(S(=O)(=O)N(C)Cc2ccccc2)cc1 | 13.7 | 680 | -2.7% | -0.7% | 6.2% | i | 0.2 | 1.4% | -2.0% | 1 | 16.0 | 5.6
COC(=O)c1c(NC(=O)Cn2cnc([N+](=O)[O-])n2)sc2c1CCC(C)C2 (stereo unspecified) | -6.7 | 531 | 12.2% | 4.9% | 2.8% | i | 0.5 | 1.8%[50 µM] | 12.8% | 1.1 | 15.7 | -7.1
Cc1ccc(S(=O)(=O)NCCCN(C)C)cc1 | nt | nt | -6.5% | -0.7% | -0.1% | i | 0.8 | 0.7% | -11.3% | 1.1 | -8.6 | 1.6
O=C(C1=C[C@H](C2CCCCC2)C[C@H](OCc2ccc(CO)cc2)O1)N1CCN(Cc2ccccc2)CC1 | -7.5 | 719 | 19.8% | 3.7% | 2.2% | i | 2.2 | 0.1% | 25.6% | 1 | 72.0* | 33.3*
COc1ccc(C(=O)Nc2ccc3c(c2)C(=O)c2ccccc2C3=O)cc1OC | -4.0 | 454 | 15.2% | -1.2% | -3.9% | i | 0.4 | -0.6% | 18.1% | 1.1 | -10.3 | -2.3
CCCCn1c(SCC(=O)Nc2cc(C)[nH]n2)nc2ccsc2c1=O | nt | nt | 9.0% | -1.7% | 0.2% | i | 1.4 | 4.1% | 4.7% | 1.1 | 2.1 | 11.4
CCN(CC)S(=O)(=O)c1ccc(C(=O)N2CCN=C2SCc2cccnc2)cc1 | -30.5 | 702 | 7.8% | nt | -6.1% | i | 1.3 | 2.8% | 8.4% | 1.2 | -4.5 | -6.3
Clc1ccc2c(c1)C=Nc1c(NCc3ccccc3)ncnc1O2 | nt | nt | 0.5% | -2.0% | -0.4% | i | 0.5 | 3.9% | -0.3% | 1.1 | -4.3 | -4.2
Cc1cc(C)c2c(CC(=O)NC(C)C)coc2c1 | 1.8 | 706 | -6.7% | nt | 4.0% | i | 0.2 | 0.2% | -13.9% | 1.1 | -8.8 | -12.0
COc1ccc(C)cc1NC(=O)C12CCC(C)(C(=O)O1)C2(C)C (stereo unspecified) | -2.4 | 737 | 1.8% | 0.5% | 10.1% | i | 1.6 | 2.3% | 1.9% | 1.2 | -0.5 | 6.6
C=CCNc1nc(Nc2ccc(Cl)cc2)nc(OC)n1 | -0.1 | 722 | -0.6% | -0.8% | 14.0% | i | 0.3 | 0.1% | -1.7% | 1.1 | -4.6 | 19.2
COc1ccc(CSc2nc(C)cc(C)c2C#N)cc1 | 6.1 | 630 | -0.7% | 5.1% | 5.7% | i | 0.5 | 0.1% | 1.2% | 1.1 | -9.6 | -3.3
CC(Oc1ccc2ccccc2c1)C(=O)NNC(=S)NC(=O)c1ccco1 (stereo unspecified) | -2.0 | 812 | -2.5% | 7.0% | -24.4% | i | 1.0 | -0.3% | 5.2% | 1.1 | 86.5* | 80.5*

Complete entries, looked up by structure. Order of screens: Lipid droplet, Lipid droplet cells 6.5 µM, PMI inhibition, ER stress rescue, P. falciparum M1AAP, Myeloid diff MLP, Myeloid diff MLP GFP+ MAC1+ %, UTI89 phage lysis, PMI inhibitors, TNAP activators, WT yeast gro inh, WT yeast gro inh mutant strain
Cc1ccc(S(=O)(=O)NCCCN(C)C)cc1 is entered as nt, nt, -6.5%, -0.7%, -0.1%, i, 0.8, 0.7%, -11.3%, 1.1, -8.6, 1.6
COc1ccc2[nH]c(=O)c(CN(CCCN(C)C)C(=O)Nc3ccccc3)cc2c1 is entered as nt, nt, 10.9%, -1.4%, -0.2%, i, 0.5, 0.9%, 4.8%, 1.1, 3.1, 5.4

Compound activity from PubChem.
